TRPV1 agonist: activates the human vanilloid receptor TRPV1 | TRPV1-expressing cells, Fluo-8 calcium influx, agonist mode | activation, % at 8.33 µM | AID 540275 | Q8NER1 | 0.19% of 320,000 active; in the data active means activation above about 80%; inconclusive means between about 30% and that limit; further: 0% is about no effect
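Fluo-8 calcium influx in TRPV1-expressing cells, kinetic read (ex 480/em 520 nm). Compound added and read 3 min for agonist activity, followed by capsaicin at EC20 final and 2 min further read for enhancement.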
ASM inhibitor: human S-ASM enzyme inhibition | Potency, µM (series often up to 57.5 µM), inactives show top-dose activity change, negative = inhibition, usual class: inhibitors | placental ASM, HMU-PC fluorogenic substrate, 60 min | 0.006% of 340,000 active | P17405 | AID 504937; further: potency means the concentration at half of the fitted maximal effect
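HMU-PC0 cleavage (9 uM final) by human placental ASM, 60 min at 37 °C following 10 min compound exposure at RT; stopped at pH 10, fluorescence Ex 386/Em 447 nm.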
MBNL1-CUG inh: MBNL1-poly(CUG) RNA binding inhibition | Q9NR56 | 0.036% of 280,000 active | TR-FRET MBNL1-His/biotin-(CUG)12 binding, 665/545 ratio | Potency, µM (top dose mostly 57.5 µM), inactives show at the highest dose activity change, negative = inhibition, hits mostly inhibitors; active means well fitted inhibition curve with a large enough effect in the signal ratio, with a control signal flat, not every such curve was filed as active; inconclusive means small, poorly fitted or top-dose-only effect, or effect the other way, or a change in a side signal; inactive means no such curve, though single readings can be large or run the other way; the % refers to the signal ratio; further: potency means the concentration at half of the fitted maximal effect; on the % scale 0 is the no-effect control and ±100 the full control effect
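Compound titration spanned 92 nM–58 uM against the MBNL1-His/biotin-(CUG)12 complex. After 60 min at room temperature with 5 nM streptavidin-XL665 and 0.055 ng/ul terbium anti-His, ratiometric 665/545 nm emission (Ex 340 nm) normalized to controls.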
Coupling enz: inhibits coupling enzyme system, counter-screen for aldolase hits | coupling enzyme system counterscreen, AmpLite Red fluorescence | activity change, negative = inhibition, % at 58.2 µM, hits read low | 0.67% of 290,000 active | AID 2472; in the data active means activity change below about -30%; further: on the % scale 0 is the no-effect control and ±100 the full control effect
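Counterscreen of the coupled detection system alone, without aldolase: glyceraldehyde-3-phosphate coupling enzymes plus AmpLite Red readout. Compounds at 57.5 uM final, 10 min RT preincubation, 20 min RT reaction, fluorescence 525/598 nm.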
AT treatment: potential ataxia-telangiectasia treatment; […] A-T fibroblasts, KAP-1 phosphorylation AlphaLISA; neocarzinostatin DNA damage 30 min before lysis; Potency, µM (series often up to 57.5 µM), for the others: at the top dose activation, usual class: activators; 0.19% of 320,000 active; further: potency means the concentration at half of the fitted maximal effect; % of control where 0% means no effect; nearly all actives have a fitted effect of over 45% in size
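hTERT-immortalized A-T patient fibroblasts ([…]), 500 cells/well in OPTI-MEM, 1% FBS, got compounds for 60 min, then NCS for 30 min at 37C. Lysates were then assayed for phospho-KAP-1 by AlphaLISA (anti-pKAP1 donor, anti-KAP1 acceptor beads), 6 hr at 25C.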
a7 integrin act: activators of alpha7 integrin expression for muscular dystrophy | 0.064% of 350,000 active | Potency, µM (series often up to 38.3 µM), without a hit: at the top dose activation, most hits filed as activators | alpha7betagal myoblasts, beta-gal FDG fluorescence, 48 h | AID 624291;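 further: potency means the concentration at half of the fitted maximal effect; 100% = response of the positive control SU9516; nearly all actives have a fitted effect of over 60% in size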
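alpha7betagal+/- myoblasts (passage 13, 250/well) treated 48 h at 37C with compounds at 1:260 dilution of DMSO stock. Lysed, then beta-galactosidase activity read as FDG fluorescence (ex 480/em 540) after 30 min, with pre-read for autofluorescence.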
GALK inh: galactokinase (human) inhibition. P51570. Purified GALK, Kinase-Glo residual ATP luminescence. Potency, µM (top dose mostly 57.5 µM), for inactives: at the top dose activity change, negative = inhibition, hits mostly inhibitors. 0.007% of 270,000 active. AID 1868; further: potency means the concentration at half of the fitted maximal effect; on the % scale 0 is the no-effect control and ±100 the full control effect
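GALK at 5 nM final was combined with compound, 35 uM ATP and 100 uM galactose in HEPES pH8.0 with MgCl2 and DTT. The reaction ran one hour at room temperature before luminescent ATP detection.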
MLL CXXC-DNA inh: blocks binding of human MLL CXXC domain to DNA; 0.037% of 290,000 active; Potency, µM (top dose mostly 115 µM), for inactives: at the highest dose activity change, negative = inhibition, usual class: inhibitors; AID 2662; MLL-CXXC / FITC-HOXA9 DNA fluorescence polarization; Q03164; active means well fitted inhibition curve with a large enough effect in the polarisation, with a control signal flat, not every such curve was filed as active; inconclusive means small, poorly fitted or top-dose-only effect, or effect the other way, or a change in a side signal; inactive means no such curve, though single readings can be large or run the other way; the % refers to the polarisation; further: potency means the concentration at half of the fitted maximal effect
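Fluorescence polarization: 7 uM MLL-CXXC (stock) preincubated 5 min with compounds, then 50 nM fluorescein-HOX-A9 DNA (stock) added; 30 min ambient. Buffer 50 mM Tris-HCl pH 7.5, 50 mM NaCl, 1 mM DTT, 0.05% BSA.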
KCNH2 3.1 inh: KCNH2 3.1 (human) potassium channel inhibition | activity change, % (tested at about 1.8 µM) | U2OS KCNH2 3.1, thallium flux FluxOr; stronger effect = lower value | 0.95% of 340,000 active;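 active means maximum activity change below -70%; inconclusive means maximum activity change from -70% to -50%; inactive means maximum activity change above -50%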;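 further: thallium influx rate constant from kinetic fluorescence after stimulation buffer; on the % scale 0 is the no-effect control and ±100 the full control effect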
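FluxOr-based Tl+ influx in U2OS cells transduced with KCNH2 3.1 virus; rate constants normalized to DMSO controls.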
hERG WT inh: blocks the wildtype human KCNH2 potassium channel; Q12809; U2OS, BacMam KCNH2, thallium flux FluxOr; stronger effect = lower value; activity change, % at 1.84 µM; 0.37% of 340,000 active;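 active means maximum activity change below -70%; inconclusive means maximum activity change between -70% and -50%; inactive means maximum activity change above -50%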; further: on the % scale 0 is the no-effect control and ±100 the full control effect
Target sequence (Q12809 whole entry, looked up): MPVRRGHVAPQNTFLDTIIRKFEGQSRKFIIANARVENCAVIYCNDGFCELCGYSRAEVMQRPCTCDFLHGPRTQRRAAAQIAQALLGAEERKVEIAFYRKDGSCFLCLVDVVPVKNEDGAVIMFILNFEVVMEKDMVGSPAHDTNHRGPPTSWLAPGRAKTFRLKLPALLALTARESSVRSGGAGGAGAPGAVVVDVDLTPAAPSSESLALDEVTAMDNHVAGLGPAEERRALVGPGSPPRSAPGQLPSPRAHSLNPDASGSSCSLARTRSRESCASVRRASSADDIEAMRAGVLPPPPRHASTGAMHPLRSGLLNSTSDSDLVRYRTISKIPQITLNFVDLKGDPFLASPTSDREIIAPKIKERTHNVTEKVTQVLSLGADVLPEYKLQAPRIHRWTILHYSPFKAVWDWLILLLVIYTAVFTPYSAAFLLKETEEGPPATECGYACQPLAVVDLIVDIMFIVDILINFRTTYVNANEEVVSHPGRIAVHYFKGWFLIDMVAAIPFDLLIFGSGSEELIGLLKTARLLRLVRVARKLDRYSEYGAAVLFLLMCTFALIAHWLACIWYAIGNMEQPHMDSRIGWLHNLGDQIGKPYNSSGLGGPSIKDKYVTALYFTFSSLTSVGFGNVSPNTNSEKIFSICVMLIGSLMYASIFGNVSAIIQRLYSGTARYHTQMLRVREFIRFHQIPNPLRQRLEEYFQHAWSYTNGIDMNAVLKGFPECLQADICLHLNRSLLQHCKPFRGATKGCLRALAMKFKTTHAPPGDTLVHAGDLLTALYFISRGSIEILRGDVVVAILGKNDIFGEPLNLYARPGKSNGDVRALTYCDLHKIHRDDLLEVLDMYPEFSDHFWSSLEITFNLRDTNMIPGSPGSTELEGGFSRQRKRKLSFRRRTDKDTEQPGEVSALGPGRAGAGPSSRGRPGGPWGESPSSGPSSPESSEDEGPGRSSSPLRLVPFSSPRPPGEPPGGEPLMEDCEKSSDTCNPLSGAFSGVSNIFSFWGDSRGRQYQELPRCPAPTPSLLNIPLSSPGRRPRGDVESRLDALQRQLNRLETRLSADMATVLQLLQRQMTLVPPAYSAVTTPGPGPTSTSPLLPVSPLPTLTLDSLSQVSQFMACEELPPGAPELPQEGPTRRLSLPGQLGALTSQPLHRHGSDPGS
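U2OS cells were transduced with wild-type KCNH2 virus (2.03 x 10^8 / mL) for 4 h at room temperature, then cultured overnight at 37 C. Thallium flux was read with FluxOr dye. Rate constants were normalized to DMSO controls.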
Numbers without * were called inactive; i = inactive; ? = inconclusive; . = no result given; [ ] = dose if it differs, or a comment. Unless noted, the call rests on the fitted dose curve; in most records, active means well fitted curve in the direction sought with a large enough effect; inconclusive means small, poorly fitted or top-dose-only effect, or another doubt; inactive means no such curve, though single readings can be large; an effect the other way counts as inactive or inconclusive.

Every second line gives: TRPV1 agonist	ASM inhibitor	MBNL1-CUG inh	Coupling enz	AT treatment	a7 integrin act	GALK inh	MLL CXXC-DNA inh	KCNH2 3.1 inh	hERG WT inh
1) O=C(Nc1ccc(N2CCN(C(=O)c3ccccc3)CC2)cc1)c1cc([N+](=O)[O-])ccc1N1CCOCC1
→ 4	-1%	?	.	1%	-12%	-8%	-3%	8	15
2) COc1ccc(NC(=O)CSc2nnc(-c3ccccc3)n2Cc2ccco2)c(OC)c1
→ 3	-3%	-5%	-3	0%	-34%	0%	5%	-8	1
3) Cc1nc(-c2ccccc2)sc1C(=O)NN
→ 9	2%	14%	0	-8%	-1%	-1%	-1%	6	.
4) c1ccc(SCc2nc3ccccc3s2)nc1
→ 0	6%	-4%	0	30%	0%	4%	-1%	-9	0
5) CC(=O)c1cnc2nc(C(F)(F)F)nn2c1C
→ 3	-6%	-5%	0	21%	22%	0%	9%	-13	1
6) CC(=O)Nc1ccc(S(=O)(=O)N(C)C2CCN(C)CC2)cc1
→ 0	-2%	0%	0	0%	-14%	2%	-9%	4	15
7) C=CCOc1ccc(/C=C/C(=O)OCC(=O)Nc2c(C)n(C)n(-c3ccccc3)c2=O)cc1
→ -3	1%	.	.	-6%	2%	.	.	-26	2
8) O=c1[nH]c2ccccc2n1C1CCCCC1
→ 9	2%	-2%	8	-1%	12%	0%	8%	3	-84*
9) Cc1ccc(S(=O)(=O)N2CCOCC2)cc1C(=O)N1CCCCCC1
→ 0	-3%	-1%	.	9%	2%	-3%	3%	.	11
10) Cc1ccc(-n2c(C)cc(/C=N/NC(=O)c3ccncc3)c2C)cc1
→ 30	-2%	6%	-5	-1%	-9%	-1%	18%	18	-8
11) CCc1ccc(CN2CCC(C(=O)Nc3ccc(-n4nc(C)cc4C)cc3)CC2)o1
→ 2	3%	4%	.	4%	-40%	0%	6%	11	8
12) CCn1c(SCC(=O)Nc2ccc(Cl)cc2)nnc1C1CC1
→ -6	6%	?	-3	12%	-3%	.	4%	1	-11
13) Cc1c(CC(=O)NCCCCCC(=O)O)c(=O)oc2cc3c(cc12)CCC(C)(C)O3
→ 1	37%[activator]	7%	5	-4%	6%	-1%	-8%	5	5
14) COc1cccc(/C=N/Nc2nnc(C)n2N)c1OCc1ccccc1Cl
→ 13	-1%	?	-1	14%	-29%	0%	-14%	-20	-7
15) Cc1cc(C(=O)N/N=C/c2ccc(N(C)C)cc2)c2ccccc2n1
→ -7	-3%	?	0	-3%	-44%	-1%	-1%	-4	-5
16) Cn1nc(N)c2c(-c3ccccc3)c(C#N)c(N)nc21
→ -5	-1%	8%	0	-3%	23%	0%	3%	-8	2
17) CC[C@@H]1C=C(C(=O)O)[C@H](c2ccc(F)cc2)N1S(=O)(=O)c1ccc(C)cc1
→ .	-1%	.	.	13%	7%	.	.	-2	4
18) Cc1c(NC(=O)CSc2nnc(Nc3ccccc3)s2)c(=O)n(-c2ccccc2)n1C
→ -3	7%	-5%	1	3%	0%	1%	2%	15	3
19) OCCNCC(O)CN1c2ccccc2Sc2ccccc21 (stereo not given)
→ 1	4%	-5%	-1	-6%	-38%	0%	-10%	-15	6
20) CCN(C(=O)COC(=O)/C(=C/c1ccccc1)NC(C)=O)c1c(N)n(Cc2ccccc2)c(=O)[nH]c1=O
→ .	1%	.	.	.	-6%	.	.	8	-7
21) COc1ccc(S(=O)(=O)N(CC(=O)NCC2CCCO2)c2ccc(Cl)cc2)cc1 (stereo not given)
→ 28	-9%[11.5 µM]	-2%	4	-2%	5%	-2%	8%	5	5
22) C=CCN(CC=C)C(=O)c1ccc(OC2CCN(Cc3ccccn3)CC2)cc1
→ 1	1%	-12%	2	1%	1%	5%	-6%	-5	0
23) CC(=O)Nc1ccc(OC(=O)c2ccc(Cl)cc2)cc1
→ 10	2%	?	-3	21%	13%	2%	71%[activator]	12	2
24) CCn1ccnc1CN1CCN(CC(C)C)C(CCO)C1 (stereo not given)
→ -1	1%	-7%	0	5%	-15%	7%	0%	-5	3
25) Cc1nc(-c2ccccc2)sc1C(=O)Nc1ccccc1F
→ ?	-1%	4%	-2	0%	?	.	2%	-3	4
26) CCO[C@@H]1OC(C(=O)NC2CC2)=C[C@H](C2CC2)[C@H]1CCCO
→ 0	9%	0%	1	3%	35%	-1%	1%	-2	-4
27) CC(c1ccccn1)N(CCN(C)C)C(=S)Nc1ccccc1F (stereo not given)
→ -2	2%	0%	2	-1%	7%	0%	-3%	2	-2
28) O=C(CN1CCc2ccccc21)NCc1ccccc1Cl
→ 8	5%	-5%	-3	-1%	?	0%	5%	-2	4
29) CCn1c(=O)c(C(=O)CC#N)c(N)n(Cc2ccccc2)c1=O
→ .	7%	.	1	6%	?	1%	-1%	7	-2
30) O=C(C1CCCCC1)N1CCCn2c1nc1ccccc12
→ ?	1%	-9%	-3	4%	-20%	4%	-8%	-2	11
31) CC(=O)c1cccc(N(C(=O)Cn2nnc3ccccc32)C(C(=O)NC2CCCCC2)c2cn(C)nc2C)c1 (stereo not given)
→ -2	2%	3%	2	1%	-17%	0%	6%	4	-5
32) Cc1cc(C)c(NS(=O)(=O)c2ccc(Cl)c(C(=O)O)c2)c(C)c1
→ -3	3%	-7%	10	.	20%	3%	-2%	5	4
33) CN(Cc1nc(Cc2cccc(C(F)(F)F)c2)no1)C1CC(C)(C)NC(C)(C)C1
→ 3	1%	-10%	1	-1%	0%	2%	-9%	-36	10
34) CC(C)c1nnc(NC(=O)c2cc3ccccc3o2)s1
→ ?	5%	-3%	3	-3%	?	2%	1%	1	-3
35) CC(C)C(CCNC1CCN(C)CC1)c1ccc(Cl)cc1 (stereo not given)
→ 3	0%	0%	-2	-14%	-73%[inhibitor]	-2%	15%	-13	64
36) O=C(NCc1ccccc1)C1Cc2ccccc2CN1C(=O)c1ccco1 (stereo not given)
→ 3	-1%	.	-1	1%	-24%	1%	7%	4	-1
37) O=C(CN1C(=O)NC2(CCCc3ccccc32)C1=O)c1ccc(F)c(F)c1 (stereo not given)
→ .	1%	.	.	18%	2%	.	.	-9	5
38) CCCCCc1c2c(cc(O)c1C(=O)O)OC(=O)c1cc(C(=O)CCCC)c(OC)cc1O2
→ .	12%	.	16	2%	-3%	.	.	-2	1
39) O=c1nc(-c2ccccc2)n(-c2ccccc2)[nH]1
→ 0	6%	0%[11.5 µM]	7	-2%	2%	.	12%	6	-9
40) Nc1c(-c2ccccc2)cnc2ncnn12
→ -5	-1%	7%	-1	-2%	10%	-1%	-6%	13	-3
41) O=C(CCN1CCCO1)N1CCCC(N2CCN(c3ccccc3F)CC2)C1 (stereo not given)
→ -5	7%	-6%	4	5%	9%	2%	10%	4	-13
42) Cc1cc2oc(=O)cc(CNc3ccccc3F)c2cc1O
→ 9	-1%	4%	1	1%	-37%	2%	77%[activator]	-14	-2
43) Nc1ccc2oc3ccc(N)cc3c(=O)c2c1
→ 0	-7%	?	-19	1%	26%	-1%	12%	15	0
44) O=C(CN1CCN(c2ncc(C(F)(F)F)cc2Cl)CC1)N1CCN(c2ncc(C(F)(F)F)cc2Cl)CC1
→ 15	-2%	2%	-5	.	-7%	4%	6%	-35	-38
45) COc1ccccc1NC(=S)N1CCC(c2nc3ccccc3o2)CC1
→ 0	-4%	-20%	0	5%	14%	0%	6%	22	-10
46) COCCNC(=S)N/N=C(\C)c1ccccc1O
→ 3	5%	-14%	-3	12%	-61%[inhibitor]	-1%	-9%	6	2
47) Cc1ccc(S(=O)(=O)N2CCCCC2)cc1C(=O)N1CCN(CCO)CC1
→ 0	5%	.	.	10%	-9%	.	.	-26	-6
48) COc1cccc2c(O)cc(=O)n(C)c12
→ 3	2%	-1%	1	6%	20%	-2%	12%	1	-3
49) CCc1c(C(=O)Nc2ncn(Cc3cccc(C)c3)n2)csc1C
→ -5	2%	5%	2	2%	14%	-3%	1%	-17	6
50) CCOc1ccccc1NS(=O)(=O)c1cccs1
→ -1	1%	-2%	-41*	3%	19%	0%	5%	.	0
51) Cc1c(C#N)c(NC(=O)C(C)C)n(Cc2ccccc2)c1C
→ -2	3%	-6%	1	2%	1%	8%	0%	9	-1
52) O=C(NC(=S)N1CCN(c2ccc(O)cc2)CC1)c1ccco1
→ .	0%	.	.	2%	0%	.	.	18	-17
53) COc1ccc(CN2[C@@H](CC(C)=O)c3ccc(/C=C/C(C)=O)cc3S2(=O)=O)cc1
→ .	1%	.	.	.	-15%	.	.	5	3
54) Cc1cc2nn(-c3ccc(Cl)cc3)nc2cc1N
→ 2	i	-1%	1	22µM*	-3%	.	-2%	-10	0
